# 5HT1E antag: blocks the human 5-HT1E serotonin receptor. AID 571. P28566. 0.99% of 65,000 active. inhibition, % at 6 µM. CHO 5-HT1E Ga15 NFAT-bla reporter, FRET, antagonist;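 active = inhibition above a set limit, the mean inhibition across every tested compound plus 3 SD, cut at about 29% in these data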;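 also: signal is the 460 over 535 nm emission ratio of beta-lactamase substrate; 0% = agonist plus DMSO wells and 100% = wells without agonist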
# Target sequence (P28566 whole entry, looked up): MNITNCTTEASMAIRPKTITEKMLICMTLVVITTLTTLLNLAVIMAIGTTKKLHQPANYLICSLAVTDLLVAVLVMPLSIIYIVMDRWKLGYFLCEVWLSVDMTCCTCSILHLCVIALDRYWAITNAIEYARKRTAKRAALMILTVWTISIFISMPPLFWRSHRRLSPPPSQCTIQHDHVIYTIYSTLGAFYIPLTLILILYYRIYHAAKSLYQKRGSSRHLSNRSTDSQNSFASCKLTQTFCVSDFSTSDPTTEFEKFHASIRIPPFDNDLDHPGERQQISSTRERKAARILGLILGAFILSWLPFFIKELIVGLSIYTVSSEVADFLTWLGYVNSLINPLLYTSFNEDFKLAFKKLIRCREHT
# HTR1E agonist: activates the human 5-HT1E serotonin receptor | P28566 | CHO 5-HT1E Ga15 NFAT-bla reporter, FRET; 0% DMSO wells, 100% control agonist wells | activation, % at 6 µM | 0.69% of 65,000 active | AID 574;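 active = activation above a set limit, the screen-wide mean activation plus 3 SD, cut at about 8.5% in these data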;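 also: 100% = positive control agonist at 1 µM giving full maximal response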
# MMP-13 inhibitor: MMP13 (human) collagenase inhibition | MMP-13 fTHP FRET cleavage, Mca fluorescence | inhibition, % at 4 µM | 0.07% of 65,000 active;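 active = inhibition above the mean of compound-free control plate wells plus 3 SD, cut at about 14% in these data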;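 also: 0% = DMSO wells and 100% = wells with reference MMP-13 inhibitor after basal subtraction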
# NADH coupling: inhibition of NAD/NADH coupling enzymes, library profiling. coupled PK/LDH NADH assays, four targets. IC50, µM (series often up to 10 µM), for inactives: top-dose inhibition. 0.02% of 65,000 active. AID 774;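 active = single-dose screening hits from any of four coupled enzyme assays that gave an IC50 when retested across doses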;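 also: the DPM-DC format reads NADH fluorescence rather than 340 nm absorbance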
# 5-HT1A blocker: blocks the human serotonin 5-HT1a receptor; CHO 5-HT1a Ga15 NFAT-bla reporter, antagonist mode; P08908; inhibition, % at 10 µM; 0.68% of 62,000 active; AID 612;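 active = inhibition above the mean of all tested compounds plus 3 SD, cut at about 43% in these data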;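 also: receptor stimulated by 5-CT agonist at 100 nM near EC80; beta-lactamase reporter measured by ratiometric fluorescence of a cleavable substrate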
# Target sequence (P08908 whole entry, looked up): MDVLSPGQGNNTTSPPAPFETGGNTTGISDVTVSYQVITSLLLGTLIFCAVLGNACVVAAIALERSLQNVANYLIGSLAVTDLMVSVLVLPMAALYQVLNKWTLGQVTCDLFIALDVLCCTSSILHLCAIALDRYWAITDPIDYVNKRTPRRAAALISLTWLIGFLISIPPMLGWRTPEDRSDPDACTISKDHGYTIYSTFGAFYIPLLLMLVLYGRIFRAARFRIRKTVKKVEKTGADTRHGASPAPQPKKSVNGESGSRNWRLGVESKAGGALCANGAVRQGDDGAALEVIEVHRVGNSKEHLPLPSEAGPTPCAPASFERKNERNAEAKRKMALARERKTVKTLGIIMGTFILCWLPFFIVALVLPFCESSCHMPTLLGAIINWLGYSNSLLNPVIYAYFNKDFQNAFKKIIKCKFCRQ
# Ecoli tolC: blocks growth of E. coli BW25113 tolC mutant | OD615 | 2.2% of 65,000 active | AID 573 | growth inhibition, % at 10 µM (by protocol);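 active = growth inhibition at or above a cutoff equal to the mean over every tested compound plus 3 SD, cut at about 60% in these data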;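 also: growth measured after 20 h incubation at 37 °C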
#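 Doses: one dose of 10 µM final / Material: E. coli BW25113 ΔtolC::kan, tolC deletion mutant strain / Buffer or medium: LB with kanamycin 50 µg/mL / Evaluation: percent growth inhibition / Detection: optical density read at 615 nm / Incubation: 37 °C, 20 h exposure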
# RORa activator: RORA (human) activation. P35398. CHO-K1 Gal4-RORA LBD luciferase reporter, luminescence; percent increase over mock-subtracted basal signal. activation, % at 10 µM. 1.5% of 65,000 active. AID 560;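 active = activation above the mean of all tested compounds plus 3 SD, cut at about 49% in these data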;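 also: 0% = DMSO-treated RORA cells and 100% = added signal equal to DMSO minus mock-transfected cells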
# 5HT1a ag: activates the human 5-HT1a serotonin receptor; P08908; CHO 5-HT1a Ga15 NFAT-bla reporter, FRET ratio; 0% basal, 100% maximal reference agonist; activation, % at 10 µM; 0.56% of 65,000 active;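 active = activation above the screen-wide mean activation plus 3 SD, cut at about 19% in these data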;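 also: 0% = DMSO wells and 100% = 5-CT at EC100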
# SF1 activator: activates the human nuclear receptor SF-1; 1.9% of 65,000 active; Q13285; activation, % at 10 µM; CHO-K1 Gal4-SF-1 LBD luciferase reporter; % increase over DMSO SF-1-specific signal;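 active = activation above the mean activation of all tested compounds plus 3 SD, cut at about 50% in these data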
#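 material = CHO-K1 cells with Gal4–hSF-1 LBD chimera plus Gal4-driven luciferase | compound = 10 µM single point, 1% DMSO | incubation = 20 h compound exposure at 37 °C after 1 h cell settling | measured by = SteadyLite luciferase luminescence | evaluation = percent activation relative to DMSO median and mock-transfected background | control set = DMSO negative control and −SF1 background wells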
# * = called active by the depositor; . = no result given; [ ] = remark or other dose.
SMILES,5HT1E antag,HTR1E agonist,MMP-13 inhibitor,NADH coupling,5-HT1A blocker,Ecoli tolC,RORa activator,5HT1a ag,SF1 activator
O=C(NCCN1CCN(c2ccccc2)CC1)C1CCN(S(=O)(=O)c2cccc3nonc23)CC1,-4,0.8,-1,1%,13,-3,-3,-2.1,6
COc1ccc(CNCC(O)COCc2cccs2)cc1 (centres undefined),5,0.2,3,12%,1,-8,-3,-2.6,-2
Cc1onc(-c2ccccc2Cl)c1C(=O)NCc1nc(-c2ccccc2)no1,-1,-0.3,2,5%,-5,21,-9,0.8,-12
CCOC(=O)N1CCN(C(=O)C2c3cc(OC)c(OC)cc3C(=O)N3CCc4ccccc4C23)CC1 (centres undefined),0,0.3,4,2%,-9,-22,2,-2.0,14
CCC(=O)N1CCN(CCN=CC2=C(O)CC(C)(C)CC2=O)CC1,14,-2.7,-3,2%,16,-6,12,0.4,-12
CCOC(=O)C1CCCN(C(=O)c2cncc(Br)c2)C1 (centres undefined),4,-0.1,2,5%,-12,-27,12,-3.2,-5
Cc1ccc(C)c2[nH]c(=O)c(CN(Cc3ccc4c(c3)OCO4)Cc3nnnn3Cc3ccco3)cc12,4,0.5,0,10%,10,.,30,-0.9,6
Cc1cc2nnc(SCc3ccccc3)n2c(N)n1,-4,0.7,5,6%,5,-8,4,2.8,-7
CCN1CCN(C(c2cc(OC)c(OC)c(OC)c2)c2nnnn2C(C)C)CC1 (centres undefined),-1,-0.4,0,8%,-12,-4,-12,-2.6,-11
O=C(CN1CCN(S(=O)(=O)c2ccc(Cl)cc2)CC1)Nc1ccc2c(c1)OCO2,4,-0.6,0,4%,-6,-9,-6,-1.9,10
CC(C)C(=O)N1CCC(CN=Cc2c(O)n(C3CCCCC3)c(=O)n(C3CCCCC3)c2=O)CC1,-9,0.5,-4,1%,19,43,3,-0.2,13
COc1ccc(N(C(=O)C(C)C)S(=O)(=O)c2ccc3c(c2)n(C)c(=O)n3C)cc1,-10,0.0,4,2%,-10,7,8,0.1,-12
CCc1ccc(-c2nc(CN3CCC(C(=O)N4CCN(c5ccccn5)CC4)CC3)c(C)o2)cc1,-4,2.9,-17,4%,-1,9,-6,0.8,2
CN(C)S(=O)(=O)c1ccc(C(=O)OCC(=O)NC(=O)NCc2ccccc2)cc1,-4,0.3,-9,8%,-4,-22,-14,-1.7,4
CC1(C)CC(=O)C2=C(C1)NC(SCC(=O)Nc1ccccc1)=C(C#N)C2c1ccco1 (centres undefined),33*,-0.5,4,7%,38,10,-21,-2.0,-9
CC1(C)CC2CC(C)(CN2S(=O)(=O)c2ccc(N)cc2)C1 (centres undefined),0,0.8,0,6%,6,23,9,-1.6,-11
Cn1c(=O)c2c(nc(CN3CCN(c4cccc(Cl)c4)CC3)n2CCc2ccccc2)n(C)c1=O,-15,0.9,4,7%,16,25,13,5.4,4
CCN(CC)C(=O)c1sc(NC(=O)c2ccoc2C)c(C(=O)OC)c1C,9,-0.9,-1,8%,11,-2,18,-2.4,13
NC(=O)C1CCN(CC(=O)Nc2ccccn2)CC1,12,-0.7,-12,3%,-10,-6,-2,-0.5,-2
Cn1c(=O)cc(SCC(=O)NCCCN2CCOCC2)c2ccccc21,6,-1.1,-7,5%,0,-22,-13,-2.9,-19
Cc1ccc(OCCn2cc(/C(N)=N/O)c3ccccc32)cc1C,36*,1.4,-2,3%,42,27,-8,4.1,2
CC(=O)OC1c2ccccc2C(=O)N1Cc1ccccc1Cl (centres undefined),-2,0.1,8,1%,-7,8,-4,-1.4,-20
Cn1c(=O)c2c(SCc3ccccn3)nc(C3CC3)nc2n(C)c1=O,2,0.1,9,2%,-23,4,-26,0.3,5
CCOC(=O)C1CCCn2c1nc1sc3c(c1c2=O)CCCC3 (centres undefined),1,-0.5,2,3%,0,-1,-16,-2.7,1
Cc1ccccc1NC1=NC(C)(C)N=C(N)N1,-4,-0.5,-5,3%,0,-9,12,-2.0,-10
c1ccc2c(c1)Cn1c-2nc2ccccc21,-13,1.4,-20,11%,-4,41,47,-3.5,15
Cc1ccc(CSc2nnc(-c3ccccn3)n2C)cc1,3,-0.7,-1,1%,5,4,46,1.5,20
CCN(CC)c1ccc(NC(=O)c2ccco2)c(C)c1,-10,-0.2,1,3%,-6,-3,24,-0.7,3
CN1CCn2c1nc(N1CCOCC1)nc2=O,0,0.7,-1,7%,-11,-4,26,-1.0,8
COc1ccc(S(=O)(=O)Nc2ccc(NC(C)=O)cc2)cc1OC,-1,0.4,1,7%,-5,-4,-11,0.8,-8
O=C(CCN1CCN(CCO)CC1)Nc1ccc(OCc2ccccc2)cc1,5,-0.4,3,2%,-4,-15,16,-3.3,-7
Cc1cc(C)n2nc(SCC(=O)N(C)c3ccccc3)nc2n1,4,0.7,-9,2%,-10,-6,-10,-0.5,4
COc1cccc(NC(=O)C2C3CC4OC(=O)C2C4C3)c1 (centres undefined),3,-0.5,-1,3%,-9,-19,-21,-0.4,3
CCOc1ccc(NC(=O)Cn2nnc(-c3ccccc3NC(=O)C3CC3)n2)cc1,-3,0.1,1,10%,-14,1,-12,-0.5,12
CC(C)(C)c1ccc(OCC(=O)NC2CCS(=O)(=O)C2)cc1 (centres undefined),13,-0.8,4,3%,-8,2,-1,-2.5,-10
CCCn1c2ccccc2c2nnc(SCC(=O)Nc3ncccn3)nc21,31*,0.1,2,4%,-6,1,-29,8.9,12
COC(=O)c1cccc(NC(=O)c2ccc(S(=O)(=O)N3CCN(C)CC3)cc2)c1,-8,-0.3,1,7%,6,-7,-16,-4.8,1
O=c1oc2cc(Br)ccc2n1CSC1=NCCS1,7,-1.4,4,6%,18,17,-21,-1.8,-17
COc1ccc(OC)c(C2=Nn3c(nnc3-c3cccc(OC(C)C)c3)SC2)c1,38*,0.4,1,13%,14,-1,-1,2.6,4
COc1ccc(NS(=O)(=O)c2cccc3cccnc23)cc1,-1,-0.5,-3,6%,-2,-11,3,-4.5,4
COc1ccc(OC)c(CN2C(=O)CCC2(C)C(=O)NC2CCCCCC2)c1 (centres undefined),2,0.0,-5,4%,6,-17,-5,-0.8,-3
Cc1nc(CNS(=O)(=O)c2cc(F)ccc2F)cs1,-1,0.1,-1,10%,5,-5,-18,1.8,-6
Cc1nn(C)c(C)c1S(=O)(=O)N1CCC(C(=O)NCCC2=CCCCC2)CC1,1,0.1,6,3%,1,5,3,-1.2,-3
COc1cc(Cl)c(S(=O)(=O)N2CCN(Cc3ccc4c(c3)OCO4)CC2)cc1Cl,4,-0.4,6,1%,2,20,6,1.6,-10
COc1ccc(C(=O)NCCn2ccc3ccccc32)c(OC)c1,0,0.4,-9,2%,9,19,9,0.2,23
NC(=O)Cc1c[nH]c2cccc(O)c12,-9,0.9,-4,1%,0,-11,6,-0.3,-7
CCCCN(CC)CCCNC(=O)CS(=O)(=O)Cc1nc(-c2cccc(OC)c2)oc1C,-1,1.5,2,5%,12,6,31,-1.3,29
COc1ccc(OCCC(=O)Nc2cc(C)on2)cc1,-8,1.1,-2,10%,-2,-2,-7,-0.3,13
CCn1cnc2sc(C(=O)N3CCN(c4ccc(OC)cc4)CC3)c(C)c2c1=O,6,-0.8,1,7%,-14,-1,-12,-0.6,6
O=S(=O)(CCc1nc2ccccc2o1)c1ccc(Cl)cc1,-16,0.4,0,7%,-19,-10,-7,-0.2,8
COc1ccc(N(Cc2cc3ccccc3[nH]c2=O)C(=O)C2CCCO2)cc1 (centres undefined),-8,0.3,4,4%,0,10,-9,-3.4,6
COc1cc(OC)cc(-n2nnnc2SCC(=O)N2CCCc3ccccc32)c1,21,-0.7,0,1%,16,84*,-6,-2.1,9
CCC(C)[C@H](NC(=O)NCc1ccccc1Cl)C(=O)O (some centres undefined),-4,1.0,-2,6%,-12,-14,15,-4.1,-18
Cc1cc(C)n(-c2ccc(C(=O)Nc3sccc3C(N)=O)cc2)n1,27,-0.5,-5,5%,3,3,31,-3.1,62*
O=C(NCCc1cn2ccccc2n1)c1ccc(Br)o1,-2,1.0,2,1%,-20,-1,-10,-5.7,-5
Cc1cc2nc(NC3=NCN(Cc4ccc5c(c4)OCO5)CN3)nc(C)c2cc1C,-11,-0.3,1,4%,-8,54,-26,-2.9,-10
Cc1cc(NC(=O)NC(=O)c2ccc(F)cc2F)n[nH]1,4,-0.8,0,5%,-10,-17,10,-1.6,7
CC(NC(=O)C1CC2CCCC(C1)C2=O)c1ccccc1 (centres undefined),-1,0.3,6,3%,8,-16,-11,0.0,-8
COCCCNC(=O)CCCn1c(=O)c2ccccc2n(CC(=O)Nc2c(C)cc(C)cc2C)c1=O,0,43*,0,3%,7,-12,-4,-2.7,16
CCN1CCN(C(c2cccs2)C(C)NC(=O)c2cccc(OC)c2)CC1 (centres undefined),0,0.6,3,5%,-1,-11,-3,0.6,-2

# Results in 5HT1a ag and SF1 activator, for some of the entries so far:
Structure,5HT1a ag,SF1 activator
COc1ccc(N(Cc2cc3ccccc3[nH]c2=O)C(=O)C2CCCO2)cc1 (centres undefined),-3.4,6
COc1cc(OC)cc(-n2nnnc2SCC(=O)N2CCCc3ccccc32)c1,-2.1,9

# Continuation:
SMILES,5HT1E antag,HTR1E agonist,MMP-13 inhibitor,NADH coupling,5-HT1A blocker,Ecoli tolC,RORa activator,5HT1a ag,SF1 activator
C=COC(=O)CSc1snc(SCC(=O)OC)c1C#N,-1,-0.3,6,2%,16,-6,-8,-0.8,-10
CC1(C)CC(=O)C2=C(C1)N(Cc1ccco1)C(=O)C2(O)C(F)(F)F (centres undefined),6,-0.8,-5,6%,.,-4,-12,0.3,5
O=C(Nc1ccc(-c2nc3ccccc3[nH]2)cc1)c1ccco1,6,0.7,-3,8%,24,16,34,0.0,78*
COc1ccc(C)cc1S(=O)(=O)NC1CCCCC1C (centres undefined),0,-0.2,-2,5%,-16,15,3,1.6,0
O=C(NCCn1ccc2ccccc21)c1ccc2c(c1)OCO2,-3,0.3,-3,6%[fluoresces],-37,13,76*,-2.7,72*
CCOC(=O)c1ccc(NC(=O)Nc2ccc(OC)c(OC)c2)cc1,10,-0.1,2,0%,1,6,4,-1.6,-2
C=CCn1c(N)cc(=O)nc1SCC(=O)NC(C)c1ccccc1 (centres undefined),3,0.2,3,4%,5,-12,2,-0.5,7
CCOC(=O)N1CCN(CC(O)COC2CC(C)CC(C)(C)C2)CC1 (centres undefined),4,0.3,2,9%,6,-5,-5,-1.6,-4
COc1cccc(C2CC(c3ccccc3C)n3nc(N)nc3N2)c1 (centres undefined),-7,1.0,-9,3%,-3,-8,-5,-3.8,-10
COc1ccc(OC)c(S(=O)(=O)N2CCC(C(=O)NCc3ccccc3OC)CC2)c1,3,-0.3,2,2%,2,-1,-15,-1.6,-10

# An excerpt from above in order of length of the SMILES, lowest first:
SMILES,5HT1E antag,HTR1E agonist,MMP-13 inhibitor,NADH coupling,5-HT1A blocker,Ecoli tolC,RORa activator,5HT1a ag,SF1 activator
NC(=O)C1CCN(CC(=O)Nc2ccccn2)CC1,12,-0.7,-12,3%,-10,-6,-2,-0.5,-2
COc1ccc(C(=O)NCCn2ccc3ccccc32)c(OC)c1,0,0.4,-9,2%,9,19,9,0.2,23
Cc1cc2nc(NC3=NCN(Cc4ccc5c(c4)OCO5)CN3)nc(C)c2cc1C,-11,-0.3,1,4%,-8,54,-26,-2.9,-10

# Source: PubChem
